# Screening data (PubChem)
# TTR transcr act: TTR transcription activation, primary screen; AID 1117267; SH-SY5Y TTR promoter Gaussia luciferase, luminescence; 100% = recombinant luciferase protein wells; activation, % at 16.7 µM; 1.3% of 92,000 active;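 active means activation above the mean of all tested compounds plus 3 SD, cut at about 9.5% in these data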;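 further: cells exposed to compounds for one day before reading; 0% = median of all test compound wells on the plate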
# * = called active by the depositor.
no.	mol	TTR transcr act
1	CC(Sc1ncccn1)C(=O)NC1(C#N)CCCCC1 (stereo not drawn)	-0.4
2	CN(C)/C=C1\Cc2ccccc2C1=O	-1.2
3	CC1CCCCC1NC(=O)c1ccc(S(=O)(=O)N2CCCC2)cc1 (stereo not drawn)	-4.9
4	COc1cc(NC(=S)N2CCN(C(=O)C3CCCO3)CC2)c(OC)cc1Cl (stereo not drawn)	-0.5
5	COCCCN1C(=O)c2[nH]nc(-c3ccccc3O)c2C1c1ccc(Cl)cc1 (stereo not drawn)	-3.0
6	CCOCCCNC(=O)C(c1ccc(Cl)cc1)N1CCN(c2ccccc2)CC1 (stereo not drawn)	-1.9
7	COC(=O)c1ccc(COC(=O)CNC(=O)c2cccs2)cc1	2.2
8	COc1cc(OC)cc(N(C(=O)CNC(=O)c2cccs2)C(C(=O)NCC2CCCO2)c2ccc(OC)c(OC)c2)c1 (stereo not drawn)	-0.2
9	C/C(=N\Nc1nccnc1Cl)c1ccc(O)cc1	7.3
10	O=C(CSc1nc2ccccc2[nH]1)Nc1cccc(S(=O)(=O)N2CCOCC2)c1	-0.9
11	CC1CN(C(=O)Nc2ccc3c(c2)OCO3)CC(C)O1 (stereo not drawn)	2.3
12	Cc1[nH]n(-c2ccccc2)c(=O)c1/C=N/NC(=O)COc1ccccc1[N+](=O)[O-]	-1.0
13	O=C(NC1CC2CCCC(C1)N2Cc1ccccc1)C1CCCCC1 (stereo not drawn)	-1.2
14	O=C(COc1cccc(Cl)c1)NNC(=S)Nc1ccccc1	-0.1
15	COc1ccc(/C=C/C(=O)Nc2c(C)nn(C)c2C)cc1COc1ccc(Cl)cc1Br	0.5
16	CCOC(=O)c1cnc(SC)nc1Sc1ccccc1	-5.7
17	O=S(=O)(NCc1cc(-c2ccc(Cl)cc2)no1)c1ccc(Cl)cc1	-0.8
18	Cc1ccc(S(=O)(=O)N[C@@H](C)C(=O)OCC(=O)N2c3ccccc3NC(=O)C2(C)C)cc1	-0.4
19	CC(c1nccs1)N(C)C(=O)CCc1nnc(-c2ccc(-c3ccccc3)cc2)o1 (stereo not drawn)	-0.8
20	S=c1[nH]nc(COc2ccccc2)n1/N=C/c1ccco1	-0.3
21	Cn1c(=O)c2c(ncn2CC(=O)Nc2nccs2)n(C)c1=O	-1.5
22	CN(CC(=O)O/N=C(\N)c1ccc([N+](=O)[O-])cc1)S(=O)(=O)c1ccc2ccccc2c1	-0.5
23	COCCNc1nc2sc3c(c2c(=O)n1Cc1ccco1)CCCCC3	0.0
24	C/C(=N\NC(=O)c1ccncc1)c1cccc(NC(=O)c2ccc(C(C)(C)C)cc2)c1	-1.9
25	COc1ccccc1-n1cc(-c2ccc(Cl)cc2)[nH]c1=O	7.7
26	COc1ccccc1CNC(=O)COC(=O)c1cccnc1SCC(=O)NCc1ccccc1OC	0.3
27	O=Cc1c(NC2CCCCC2)c2ccccc2[nH]c1=O	-1.0
28	Cc1ccc(SC2CC(=O)N(c3ccc4c(c3)OCCO4)C2=O)cc1 (stereo not drawn)	-0.1
29	COc1ccc(CN(CC(=O)NC2CCCCC2)C(=O)CCCC(=O)Nc2ccccn2)cc1	5.3
30	O=C(CCSc1ccc(Cl)cc1)NC1CCCCC1	-2.3
31	O=C(O)c1ccccc1C(=O)N1CC=C(c2ccccc2)CC1	-0.3
32	COc1ccc2c(c1)C(=O)CCC2c1ccccc1 (stereo not drawn)	0.6
33	Cc1ccc(C(=O)Nc2ccc(F)c(S(=O)(=O)N3CCOCC3)c2)s1	-1.6
34	CC(C)C(NC(=O)C1CCCCC1)C(=O)N1CCN(c2ccc(F)cc2)CC1 (stereo not drawn)	-2.0
35	N#Cc1ccccc1S(=O)(=O)N1CCN(C(=O)c2cccc(S(=O)(=O)N3CCCC3)c2)CC1	-1.8
36	Cc1cccc(-c2nc3c(c(SCC(=O)N(C)C)n2)CCCC3)c1	-2.7
37	O=C(O)CCc1nc2ccccc2n(CCc2ccccc2)c1=O	0.3
38	O=C(C1CCC(=O)N(C2CC2)C1)N(CCO)Cc1ccccc1 (stereo not drawn)	-0.3
39	CCCc1c(C)nn(C(=O)/C(C#N)=N/Nc2ccccc2[N+](=O)[O-])c1C	1.8
40	S=c1[nH]nc(-c2ccccc2)o1	1.1

# Down the list, as entered above:
# TTR transcr act for entries 31 to 40 → -0.3, 0.6, -1.6, -2.0, -1.8, -2.7, 0.3, -0.3, 1.8, 1.1

# New compounds follow
no.	mol	TTR transcr act
41	CC1C(=O)NN=C1C(=O)N/N=C/c1cccs1 (stereo not drawn)	1.2
42	COC(Cn1c2c(c3cc(C)ccc31)CCCC2NCc1ccccc1)OC (stereo not drawn)	3.9
43	CCCN1CCN(CCNC(=O)Nc2ccccc2Cl)CC1	1.3
44	CCN1C(=O)N[C@@H](c2cccc(C(F)(F)F)c2)C(C(=O)OC)=C1C	1.3
45	CCCn1nnc(NC(=S)NC(=O)CC)n1	4.6
46	N#Cc1ccc(C(=O)OCC(=O)Nc2cccnc2Cl)cc1	16.3*
47	O=C(O)CCC(=O)Nc1ccc(-c2nc3ccc(C(=O)c4ccccc4)cc3[nH]2)cc1	0.0
48	COC(=O)Nc1sc2c(c1C(N)=O)CCCCCC2	0.7
49	Cc1ccc(C(=O)NCCc2cccc(Cl)c2)cc1[N+](=O)[O-]	0.7
50	C/C(O)=C(\C#N)P(=O)(c1ccccc1)c1ccccc1	0.1
51	COn1c(SCc2ccc(C)cc2C)nc2ccccc2c1=O	3.9
52	O=C(CSc1nnc(-c2cccs2)n1CC1CCCO1)N1CCCC1 (stereo not drawn)	-0.4
53	Cc1cc(C)c(C#N)c(OCC(=O)c2ccc(Br)cc2)n1	-2.4
54	COc1cccc(C(=O)Nc2c3c(nn2-c2ccc([N+](=O)[O-])cc2)CS(=O)(=O)C3)c1	-0.1
55	CC(C)(C)c1ccc(NC(=O)N2CCN(c3ccc([N+](=O)[O-])cn3)CC2)cc1	-5.2
56	COCCCN=Cc1c(-c2ccccc2)[nH]n(-c2nc3ccccc3s2)c1=O	-3.0
57	O=C(Cn1c(=S)[nH]c2ccccc2c1=O)N1CCc2ccccc2C1	0.5
58	NC(=O)C1CCN(c2ncccc2[N+](=O)[O-])CC1	-0.3
59	Cc1cccc(C)c1N(CC(=O)NCc1ccccc1)C(=O)c1csnn1	-1.3
60	Cc1ccc(C2C=C(c3ccccc3)Nc3ncnn32)cc1 (stereo not drawn)	2.1

# Rewritten as labelled records: part of the list above
56) COCCCN=Cc1c(-c2ccccc2)[nH]n(-c2nc3ccccc3s2)c1=O
  TTR transcr act = -3.0
57) O=C(Cn1c(=S)[nH]c2ccccc2c1=O)N1CCc2ccccc2C1
  TTR transcr act = 0.5

# Additional results
no.	mol	TTR transcr act
61	COc1ccccc1CCNC(=O)CSc1nc(-c2ccco2)cc(C(F)(F)F)n1	0.6
62	CCC1(NC(C)=O)CC2CC1CC2NC(C)=O (stereo not drawn)	-2.3
63	Cc1ccsc1C(=O)OCC(=O)NC1CCCC1	0.4
64	CCN(CC)S(=O)(=O)c1ccc(C(=O)OCC(=O)N2CCOCC2)cc1	2.1
65	CCOC(=O)[C@H]1[C@H]2COc3ccc(OC)cc3[C@@H]2N2C(=O)c3ccc(C)cc3NC(=O)[C@@]12C	0.1
66	CCOCCCNC(=O)Cn1cnc2c(cnn2-c2ccc(OC)cc2)c1=O	1.4
67	CSc1nc(-c2cccs2)c(C#N)c(=O)[nH]1	-1.9
68	COc1ccc(OC(C)C(=O)Nc2cccc([N+](=O)[O-])c2)cc1 (stereo not drawn)	2.2
69	O=C1CCCN1c1cc(Cl)cc(Cl)c1	2.3
70	O=C(Oc1ccc(C(=S)N2CCOCC2)cc1)c1ccc(F)cc1	3.4
71	CCCCCCCN1CCC(=O)N([C@H](CO)CC(C)C)CC1	0.8
72	CCN1CCN(c2ccc(S(=O)(=O)N3CCCCC3)cc2NC(=O)c2ccc(F)cc2)CC1	3.3
73	O=C(Cn1nc(-c2ccccc2)ccc1=O)Nc1ccc(N2CCN(C(=O)c3ccccc3)CC2)cc1	-1.9
74	CC1=CC(C)=Nc2ccc(C)cc2N1	4.3
75	Clc1ccc(-c2cn3c(n2)-c2ccccc2C3)cc1Cl	-2.6
76	COc1ccc(C=CC(=O)c2ccc(OC)c(OC)c2)cc1O	2.9
77	CCc1ccccc1N(CC(=O)NCc1ccco1)C(=O)c1snc(C(N)=O)c1N	-3.7
78	Cc1ccc(C)c(NC(=O)CCC(=O)NNC(=O)c2cccc([N+](=O)[O-])c2)c1	6.1
79	CC1CCCN(C(=O)N2c3ccccc3Sc3ccccc32)C1 (stereo not drawn)	-0.6
80	OC(COc1ccccc1)CN1CCCCC1 (stereo not drawn)	1.2

# Single entries from the list.
# entry 71 – TTR transcr act: 0.8
# entry 76 – TTR transcr act: 2.9
# entry 79 – TTR transcr act: -0.6
# entry 75 – TTR transcr act: -2.6

# Four compounds from above, ordered by molar mass, low to high:
no.	mol	TTR transcr act
74	CC1=CC(C)=Nc2ccc(C)cc2N1	4.3
78	Cc1ccc(C)c(NC(=O)CCC(=O)NNC(=O)c2cccc([N+](=O)[O-])c2)c1	6.1
72	CCN1CCN(c2ccc(S(=O)(=O)N3CCCCC3)cc2NC(=O)c2ccc(F)cc2)CC1	3.3
73	O=C(Cn1nc(-c2ccccc2)ccc1=O)Nc1ccc(N2CCN(C(=O)c3ccccc3)CC2)cc1	-1.9

# (next part)
no.	mol	TTR transcr act
81	O=C(Cn1nnc(-c2ccc(S(=O)(=O)N3CCCC3)cc2)n1)NCC1CCCO1 (stereo not drawn)	-1.8
82	O=C(/C=C/c1ccccc1)NC(=S)NNC(=O)c1cnccn1	4.9
83	CC1(C)N=C(N)N=C(N)N1c1ccc(OCC(=O)Nc2ccccc2)c(Cl)c1	0.9
84	CCN(CC)S(=O)(=O)c1ccc(NC(=O)C2COc3ccccc3O2)cc1 (stereo not drawn)	-3.1
85	N#C/C(=C\c1ccc(Cl)cc1)c1nc(-c2ccco2)cs1	-1.4
86	Cc1ccccc1-c1nnn(CC(=O)c2ccc(S(=O)(=O)N3CCCC3)cc2)n1	-0.4
87	COc1ccc(NC(=O)Cn2nnc3sc4c(c3c2=O)CC(C)(C)OC4)cc1	-0.1
88	COc1ccc(N=C2CC(C)(C)CC(=O)/C2=C(/O)c2ccccc2)cc1	3.1
89	Cc1ccc(NC(=O)CCCc2nc3ccccc3c(=O)[nH]2)c(Cl)c1	-0.5
90	CCOc1cccc(N2CCN(CCNC(=O)Nc3ccc(C)cc3)CC2)c1C	-0.1
91	CCSc1nnc(NC(=O)c2ccccn2)s1	-2.1
92	Cc1cccc(C(=O)NC(=S)Nc2ccc3[nH]c(=O)[nH]c3c2)c1	-0.4
93	CCN(CC)S(=O)(=O)c1cccc(C(=O)/C=C2/N(C)c3ccccc3C2(C)C)c1	-3.5
94	CCOC(=O)CN1C(=O)N[C@@H](c2ccc(Br)cc2)C(C(=O)OC)=C1C	6.6
95	N#Cc1c(-c2ccccc2)c(-c2ccccc2)nn(CC(=O)NNC(=O)Nc2ccc(Cl)cc2)c1=O	-5.2
96	N#C/C(=C\c1cccnc1)C(=O)Nc1ccccc1[N+](=O)[O-]	-1.5
97	COc1ccc2[nH]cc(C(=O)CN(C)CCc3ccc(OC)c(OC)c3)c2c1	0.1
98	CCCCN1C(=O)C(=O)N(CC(=O)Nc2sc(C)c(C)c2C(=O)OC)C1=O	0.7
99	FC(F)C(F)(F)c1cc(-c2ccccc2)n[nH]1	1.2
100	Cc1ccc(C)c(NC(=S)c2ccc3ccccc3n2)c1	1.1
101	O=C(COc1cc2oc(=O)c3c(c2cc1Cl)CCCC3)NCc1cccnc1	3.3
102	CCN(C(=O)c1ccc(Cl)c([N+](=O)[O-])c1)c1ccccc1	1.0
103	CC(=O)c1cc2c(cc1C)CCCC2(C)C	-0.8
104	COc1ccc(S[C@]2(C(=O)N3CCN(c4ncccn4)CC3)CC(=O)N(C(=O)C3CC3)[C@@H]2c2ccc(OC)cc2)cc1	7.2
105	COc1ccc(N=Cc2ccc(CNS(=O)(=O)c3ccc(Cl)cc3)o2)cc1	0.8
106	COC(=O)c1ccccc1N=Nc1c(C)n[nH]c1C	-2.0
107	O=C(Nc1ccccc1C(=O)NCCCN1CCOCC1)c1cccc([N+](=O)[O-])c1	-0.2
108	CCN(C(=O)CSc1ccc2ccccc2c1)C1CCS(=O)(=O)C1 (stereo not drawn)	2.1
109	O=C(CCN1CCOCC1)NCc1ccccc1	0.9
110	Nc1c(-c2ccccc2)cnc2ncnn12	0.8
111	CC(C)CC(=O)Nc1cc2c3c(c1)C(C)C(=O)N3CCC2 (stereo not drawn)	-0.4
112	CCOC(=O)c1sc(NC(=O)CNCc2ccccn2)c(C(=O)OCC)c1C	0.6
113	COC(=O)c1cc2c(s1)-c1cc(F)ccc1OC2	-1.0
114	CCC(C)c1ccc2oc(-c3ccc(NC(=O)c4ncn[nH]4)cc3)nc2c1 (stereo not drawn)	-0.8
115	O=c1[nH]c(-c2ccccc2F)nc2c1sc(=S)n2Cc1ccccc1	-0.4
116	CC(C)(C)NC(=O)c1ccccc1NC(=O)C1CC(=O)N(C2CCCCC2)C1 (stereo not drawn)	2.6
117	CCCNC(=O)c1ccc2c(=O)c(O)c(-c3ccc(Cl)c([N+](=O)[O-])c3)[nH]c2c1	-0.6
118	CCN(c1ccc(NC(=O)c2ccc(Cl)nc2)cc1)C(C)C	-2.9
119	CC(C)C[C@H]1CN([C@@H](CC(C)C)CN2CCC[C@@H]2CN2C(=O)C(=O)NC[C@@H]2Cc2ccccc2)C(=O)C(=O)N1CC1CCCCC1	0.9
120	CCCOc1ccc(NC(=O)CC2C(=O)N(CC)C(=S)N2CCCN2CCN(Cc3ccccc3)CC2)cc1 (stereo not drawn)	-2.6
121	Cc1noc(NC(=O)c2ccccc2)c1C#N	1.9
122	NC(C(=O)O)C1ON=C(Cl)C1O (stereo not drawn)	-0.3
123	O=C(CSc1n[nH]c(=O)[nH]c1=O)Nc1ccc2c(c1)C(=O)c1ccccc1C2=O	1.5
124	Nc1ncnc2c1ncn2[C@@H]1O[C@H](C(=O)N2CCC[C@@H]2C(=O)OCc2ccccc2)[C@@H](O)[C@H]1O	-0.2
125	CCN(CC)C(=O)C1=C(C)N(CCC2=CCCCC2)C(=O)C(CC(=O)NCCc2ccccn2)C1 (stereo not drawn)	23.9*
126	Cc1ccccc1C#CC1=CC(=O)CC(C)(C)C1	-1.6
127	O=C(COc1ccc(S(=O)(=O)NC2CCCC2)cc1)N1CCCCCC1	0.1

# Only part of the results is shown, so the mix of outcomes need not match the whole.
